# Screening data (PubChem)
# hgDAF-12 ag: agonists of H. glycines DAF-12 nuclear receptor; 370,000 tested, 1.8% active; HEK293 GAL4-hgDAF12 UAS-luciferase reporter, agonist luminescence; normalized to butyrate control; activation, % at 6.8 µM; AID 687014;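 active = activation above a cutoff set at the mean of all screened compounds plus 3 SD, cut at about 10% in these data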;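 also: 0% = DMSO wells and 100% = sodium butyrate wells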
# PLC-beta3 inh: PLC-beta3 (human) inhibition, primary screen; inhibition, % at 12.2 µM; AID 720704; Q01970; 370,000 tested, 0.18% active; Purified PLC-beta3, fluorogenic substrate, fluorescence; in the data active = inhibition above about 11%;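 also: 0% = median of compound wells on plate and 100% = full blocker control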
# DAX1 inh-1: inhibitors of DAX1 repression of SF-1 activated StAR promoter. HEK293T StAR-luciferase reporter, SF-1/DAX-1 repression relief. inhibition, % at 6.8 µM. 370,000 tested, 1.1% active. AID 652010;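 active = inhibition above the mean over all tested compounds plus 3 SD, cut at about 3.6% in these data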;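 also: 0% = DAX-1 cells with DMSO and 100% = cells lacking DAX-1 with DMSO; higher inhibition means more luminescence from relief of DAX-1 repression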
# DAX1 inh-2: NR0B1 (DAX1) inhibition; AID 504766; 340,000 tested, 0.99% active; inhibition, % at 6.75 µM; HEK293 Gal4-DAX1 luciferase reporter, luminescence; P51843;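 active = inhibition above the mean over all tested compounds plus 3 SD, cut at about 4.2% in these data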;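 also: 0% = DAX1-transfected cells with DMSO and 100% = empty-vector control cells with DMSO; inhibition shows as a rise in luminescence from relieved DAX1 repression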
# Target sequence (P51843 207-470 limits assumed): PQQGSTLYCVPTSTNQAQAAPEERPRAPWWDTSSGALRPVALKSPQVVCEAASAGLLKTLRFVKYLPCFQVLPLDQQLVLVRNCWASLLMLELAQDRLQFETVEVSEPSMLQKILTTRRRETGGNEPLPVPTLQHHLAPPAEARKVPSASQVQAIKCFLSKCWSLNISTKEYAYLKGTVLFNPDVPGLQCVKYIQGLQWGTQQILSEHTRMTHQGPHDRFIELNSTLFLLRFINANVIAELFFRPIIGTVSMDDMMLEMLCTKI
# hcDAF-12 act: activates DAF-12 receptor from parasite H. contortus | 370,000 tested, 1.4% active | HEK293 hcDAF-12 lit1-tk-luc reporter, luminescence; 0% DMSO, 100% Δ7-dafachronic acid | activation, % at 6.8 µM;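 active = activation above the mean of all tested compounds plus 3 SD, cut at about 5.5% in these data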;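 also: 100% = response to 3 µM Δ7-dafachronic acid high control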
# ADAM17 inh: inhibits human ADAM17; inhibition, % at 6.95 µM; recombinant ADAM17, EDANS/DABCYL FRET peptide cleavage; 370,000 tested, 0.83% active;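 active = inhibition above the mean of compounds lying between control limits plus 3 SD, set per campaign, cut at about 8.5% in these data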;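 also: 0% = DMSO-only wells as the low control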
# Target sequence (P78536 215-824 limits assumed): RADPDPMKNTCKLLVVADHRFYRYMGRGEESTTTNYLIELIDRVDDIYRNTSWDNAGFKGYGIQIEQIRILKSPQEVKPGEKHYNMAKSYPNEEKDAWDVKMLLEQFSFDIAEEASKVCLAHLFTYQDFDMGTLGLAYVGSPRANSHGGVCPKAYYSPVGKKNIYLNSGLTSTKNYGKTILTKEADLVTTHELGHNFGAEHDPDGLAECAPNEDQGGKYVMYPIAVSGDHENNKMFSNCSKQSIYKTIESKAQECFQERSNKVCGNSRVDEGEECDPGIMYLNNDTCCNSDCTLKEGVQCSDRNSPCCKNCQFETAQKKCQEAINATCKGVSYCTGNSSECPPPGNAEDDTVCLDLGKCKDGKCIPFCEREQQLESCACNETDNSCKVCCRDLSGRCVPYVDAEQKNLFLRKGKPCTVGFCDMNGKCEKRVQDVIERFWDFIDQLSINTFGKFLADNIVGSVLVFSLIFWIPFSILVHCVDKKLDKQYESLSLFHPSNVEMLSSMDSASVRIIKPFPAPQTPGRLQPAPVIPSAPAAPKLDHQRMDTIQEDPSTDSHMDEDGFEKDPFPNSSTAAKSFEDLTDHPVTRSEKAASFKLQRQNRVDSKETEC
# MBD2 inh: MBD2-methylated oligo binding inhibition; TR-FRET, MBD2 binding to methylated oligonucleotide; inhibition, % at 4.4 µM; 370,000 tested, 0.31% active; AID 686964; in the data active = inhibition above about 13%
# SMARCA2 activ: increases SMARCA2 function in MMTV reporter cells; MG213 cells, MMTV-luciferase reporter, dexamethasone, overnight; activation, % at 9.1 µM; 370,000 tested, 1% active; AID 652017; in the data active = activation above about 7.8%;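 also: 0% = vehicle wells and 100% = reference activator wells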
# NR1D1 modulator: modulators of human Rev-erb alpha DNA binding | activity, % at 10 µM | Rev-erbα–FITC-DNA binding, fluorescence polarization, 90 min | P20393 | 370,000 tested, 0.79% active;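 active = activity above about 14%, limit read from the data; passing the limit was not always enough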;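 also: 0% = DMSO wells with 35 nM protein and 100% = DMSO wells with 750 nM protein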
# PLC-gamma1 inh: blocks human PLC-gamma1 enzyme activity; 370,000 tested, 0.84% active; purified PLC-gamma1, fluorogenic substrate, fluorescence; AID 720700; inhibition, % at 12.2 µM; in the data active = inhibition above about 9.5%
# ssDAF-12 act: S. stercoralis DAF-12 activation, primary screen | HEK293 ssDAF-12/GRIP1 lit1-tk-luc reporter, luminescence; % of 3 µM dafachronic acid response | activation, % at 6.8 µM | 370,000 tested, 1% active;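 active = activation above the mean over all tested compounds plus 3 SD, cut at about 0.9% in these data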;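 also: 0% = DMSO-only wells and 100% = 3 µM delta7-dafachronic acid wells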
# * hit, by the source's call; i = inactive; . = no result given.
# Labels used below: A = hgDAF-12 ag; B = PLC-beta3 inh; C = DAX1 inh-1; D = DAX1 inh-2; E = hcDAF-12 act; F = ADAM17 inh; G = MBD2 inh; H = SMARCA2 activ; I = NR1D1 modulator; J = PLC-gamma1 inh; K = ssDAF-12 act
> CC(=O)OC[C@@H]1CN(Cc2ccccc2)C[C@H](n2cnc3c(NC4CCCC4)ncnc32)O1
  A: -0.3; B: -4; C: -1.2; D: .; E: 0.5; F: -5; G: 2; H: -3; I: -4; J: -3; K: -1.1

> Cn1c(=O)c(C(N)=S)cn(-c2ccccc2)c1=O
  A: -3.1; B: -5; C: -0.2; D: -0.3; E: 2.0; F: -3; G: 3; H: -2; I: 2; J: 3; K: -0.7

> CCOC(=O)c1cc(-c2nnc(SCC(=O)Nc3ccc(F)cc3)o2)c(C)nc1C
  A: 0.4; B: -1; C: -1.1; D: 0.2; E: 1.6; F: 1; G: -4; H: -1; I: -4; J: 2; K: -0.6

> COc1ccccc1N1CCN(C(=O)CSc2ccc3c(C)cc(C)nc3n2)CC1
  A: -3.8; B: -5; C: -0.4; D: -0.3; E: -2.7; F: -4; G: 2; H: -1; I: -9; J: -3; K: -1.6

> COC(=O)c1cc(NC(=O)CN2C(=O)CSC2=O)ccc1Cl
  A: 4.8; B: 1; C: 1.0; D: -0.6; E: 0.5; F: 2; G: 8; H: 2; I: -6; J: 4; K: -0.5

> CN1CCN(C(=O)C2=C[C@H](c3ccc(C(F)(F)F)cc3)C[C@H](OCCCCO)O2)CC1
  A: -1.4; B: -1; C: -0.1; D: -0.6; E: 0.9; F: -3; G: 3; H: 1; I: -2; J: -4; K: -0.8

> Cc1ccc(-c2noc(C3CCCN(C(=O)c4ccccc4)C3)n2)o1 (stereo unspecified)
  A: 3.4; B: -8; C: 1.2; D: -0.4; E: 0.8; F: 1; G: 1; H: 0; I: 2; J: 0; K: -0.7

> CCOc1ccccc1N=NC1C(=O)N(C(N)=S)N=C1C (stereo unspecified)
  A: -1.0; B: -8; C: -0.1; D: -0.6; E: 1.9; F: -5; G: -11; H: -2; I: 0; J: -1; K: -1.0

> Cc1ccc(F)cc1CNC(=O)C1CCC(=O)N(CCc2ccccc2)C1 (stereo unspecified)
  A: 2.4; B: -1; C: -0.8; D: 0.8; E: -1.7; F: 0; G: -4; H: 2; I: 3; J: 3; K: -0.8

> COc1ccc(Cl)cc1NC(=O)c1c(-c2ccccc2)noc1C
  A: -0.7; B: 2; C: -0.4; D: 0.9; E: -0.3; F: -4; G: 4; H: 0; I: -1; J: -1; K: -0.7

> CC1C/C(=N\NC(=O)c2ccc([N+](=O)[O-])cc2)CC(C)(C)C1 (stereo unspecified)
  A: -0.7; B: -10; C: 0.3; D: 1.1; E: 0.1; F: -5; G: 3; H: -5; I: -6; J: 0; K: -0.7

> CC(C)CC(=O)N1CCN(Cc2ccccc2[N+](=O)[O-])CC1
  A: -3.1; B: 3; C: -0.2; D: .; E: -0.1; F: -3; G: 4; H: 1; I: 0; J: -1; K: -1.3

> CCC1=NC(c2ccccc2)N(O)C1(C)C (stereo unspecified)
  A: -1.4; B: 1; C: 0.1; D: -0.5; E: -0.2; F: -5; G: 1; H: -1; I: -5; J: -1; K: -0.7

> CC1=C(C(=O)NC2CCCC(C)C2C)C2(CCCCC2)OC1=O (stereo unspecified)
  A: 0.7; B: -4; C: 0.2; D: 0.3; E: -0.9; F: -1; G: 2; H: -1; I: -6; J: -1; K: -1.1

> CCOC(=O)C1=C(C)NC(C)=C(C(=O)OCC)C1C(=O)OCC(=O)NC
  A: -1.2; B: -82; C: -0.2; D: 0.8; E: 1.4; F: -34; G: 1; H: -3; I: 0; J: -53; K: -1.7

# Arranged by the number under ssDAF-12 act (highest first): some entries from above.
mol	ssDAF-12 act
COC(=O)c1cc(NC(=O)CN2C(=O)CSC2=O)ccc1Cl	-0.5
CCOC(=O)c1cc(-c2nnc(SCC(=O)Nc3ccc(F)cc3)o2)c(C)nc1C	-0.6
CC1C/C(=N\NC(=O)c2ccc([N+](=O)[O-])cc2)CC(C)(C)C1 (stereo unspecified)	-0.7
CN1CCN(C(=O)C2=C[C@H](c3ccc(C(F)(F)F)cc3)C[C@H](OCCCCO)O2)CC1	-0.8
CC1=C(C(=O)NC2CCCC(C)C2C)C2(CCCCC2)OC1=O (stereo unspecified)	-1.1
CC(C)CC(=O)N1CCN(Cc2ccccc2[N+](=O)[O-])CC1	-1.3
CCOC(=O)C1=C(C)NC(C)=C(C(=O)OCC)C1C(=O)OCC(=O)NC	-1.7

# Additional records follow.
# Labels used below: A = hgDAF-12 ag; B = PLC-beta3 inh; C = DAX1 inh-1; D = DAX1 inh-2; E = hcDAF-12 act; F = ADAM17 inh; G = MBD2 inh; H = SMARCA2 activ; I = NR1D1 modulator; J = PLC-gamma1 inh; K = ssDAF-12 act
> CCOC(=O)C1CCCN(C(=O)c2ccc3ccccc3c2)CC1 (stereo unspecified)
  A: -1.6; B: -2; C: -0.3; D: .; E: -1.1; F: -2; G: 2; H: 0; I: 12; J: 2; K: -1.0

> Cc1nc(N2CCOCC2)c2c(C)c(C(=O)Nc3ccc(F)cc3Cl)sc2n1
  A: -2.2; B: -5; C: -0.3; D: 2.2; E: -1.6; F: -1; G: -1; H: -4; I: 2; J: 6; K: -0.9

> CCOC(=O)C1(CCc2ccccc2)CCN(C2Cc3ccccc3C2)CC1
  A: -0.4; B: 1; C: -0.1; D: -0.3; E: 0.9; F: 0; G: 8; H: -2; I: -2; J: 0; K: -1.0

> COc1cccc(CNC(=O)c2ccc3c(c2)N(C)CCS3)c1OC
  A: 2.2; B: i; C: 1.3; D: 1.1; E: 0.0; F: i; G: -3; H: 1; I: -2; J: i; K: -1.3

> Clc1ccc(C2Nc3cccc4cccc(c34)N2)cc1Cl
  A: -1.6; B: -11; C: 0.6; D: -0.5; E: 4.5; F: -1; G: 2; H: -4; I: 3; J: -5; K: -0.2

> CCN(CC)C(=O)CSc1nc2c(sc(=S)n2-c2ccccc2)c(=O)n1-c1ccccc1OC
  A: -3.5; B: -2; C: -0.6; D: 1.2; E: -2.9; F: 0; G: -5; H: -3; I: 8; J: 7; K: -0.8

> CC(=O)NC(Cc1ccc(F)cc1)C(=O)NC1CCN(C(=O)Nc2cccc(C)c2)CC1 (stereo unspecified)
  A: 1.1; B: -5; C: 0.5; D: 0.0; E: 0.5; F: 0; G: -3; H: -3; I: -5; J: 10*; K: -0.8

> Cc1ccc(C(=O)N2CCOCC2)c(F)c1F
  A: -2.0; B: 0; C: 0.4; D: 1.8; E: -0.2; F: 1; G: -3; H: 0; I: -2; J: -2; K: -0.8

> CCOC(=O)NC(NC(=S)Nc1ccccc1[N+](=O)[O-])C(Cl)(Cl)Cl (stereo unspecified)
  A: -2.8; B: 1; C: -0.3; D: 0.6; E: -2.4; F: -2; G: -3; H: -2; I: -7; J: -1; K: -2.1

> CC(C)C(C(=O)NCc1ccccc1)N1CCN(CCN2CCOCC2)CC1 (stereo unspecified)
  A: -1.2; B: 2; C: 0.5; D: .; E: -0.1; F: -3; G: -4; H: -4; I: 3; J: 0; K: -0.6

> O=C(NNC(=O)C12CC3CC(CC(C3)C1)C2)c1ccccc1[N+](=O)[O-]
  A: 1.5; B: -2; C: -0.1; D: 0.2; E: -1.4; F: 1; G: -1; H: 0; I: -6; J: 2; K: -1.3

> O=c1c2sccc2nc(SCc2ccc([N+](=O)[O-])cc2)n1Cc1ccccn1
  A: 1.0; B: -14; C: -0.7; D: -1.4; E: -2.9; F: -4; G: -2; H: 3; I: -1; J: -16; K: -1.0

> Cc1nc2cc(NC(=O)CSc3nc4c(C)cccc4cc3C#N)ccc2s1
  A: -0.4; B: -1; C: -0.1; D: 0.0; E: 1.4; F: -1; G: 2; H: -1; I: 96*; J: 0; K: -1.4

> CCC1COC(c2cccn2Cc2ccc(Cl)cc2)=N1 (stereo unspecified)
  A: -1.1; B: -1; C: -0.8; D: 0.5; E: -0.4; F: -2; G: 4; H: -1; I: -1; J: 2; K: 0.1

> Cc1ccc(C2CCN(C(=O)Nc3ccc(F)cc3)C2)cc1 (stereo unspecified)
  A: 6.1; B: -7; C: 1.1; D: -1.1; E: 0.8; F: -6; G: 2; H: 5; I: 1; J: -1; K: 0.1

> CCn1c(C)nc2cc(C(=O)NNC(=S)Nc3ccc(F)cc3)ccc21
  A: 10; B: 0; C: 3.7*; D: 2.5; E: 0.6; F: 1; G: 3; H: 2; I: -8; J: 6; K: -0.2

> COc1cc(OC)cc(-c2c(C#Cc3ccsc3)c3cc(-c4ccc(CN5CCOCC5)cc4)ccc3n2C)c1
  A: -0.8; B: -80; C: -0.2; D: 0.7; E: -0.6; F: -29; G: 3; H: 0; I: 7; J: -68; K: -1.0

> COc1ccc(N2C(=O)C(O)C2c2ccc(C)cc2)cc1 (stereo unspecified)
  A: -3.7; B: 0; C: -0.3; D: 0.7; E: -1.8; F: -2; G: 6; H: -3; I: 3; J: -3; K: -1.8

> O=C(C[n+]1cccc(CNC(=O)c2ccc(OC(F)F)cc2)c1)Nc1cc(C(F)(F)F)ccc1Cl
  A: -0.4; B: 2; C: 0.4; D: 0.7; E: -2.3; F: 0; G: -1; H: 3; I: 1; J: -1; K: -0.6

> CCOC(=O)c1ccc(S(=O)(=O)NNc2ccc(C(F)(F)F)cn2)cc1
  A: 5.9; B: -2; C: -0.3; D: 0.3; E: -0.2; F: -5; G: -1; H: 3; I: 1; J: -5; K: -1.0

> Oc1ccc(C[C@H]2CNC(=S)N2CC2CCCN2C[C@H](Cc2ccc(O)cc2)N2C[C@H](Cc3ccc(O)cc3)N(CC3CCCCC3)C2=S)cc1 (stereo partly specified)
  A: 4.6; B: 0; C: 1.3; D: -2.3; E: -1.5; F: 7; G: 0; H: -6; I: 1; J: 0; K: -1.9

> CCCSc1ccc([C@@H]2[C@H]3C(=O)N(CC)C(=O)[C@H]3[C@]3(C(=O)OC)CCCN23)cc1OC
  A: 2.3; B: -9; C: -0.4; D: -0.2; E: -2.2; F: -1; G: 6; H: -2; I: 2; J: -11; K: -1.1

> CCN(CC(=O)NCc1ccc(F)cc1)C(=O)c1ccc(Cl)cc1
  A: 1.5; B: -3; C: -0.2; D: 2.0; E: 0.3; F: 0; G: -2; H: 2; I: -1; J: 0; K: -1.6

> CCOC(=O)Cn1c(=O)c(F)cn(Cc2ccc(OC)c([N+](=O)[O-])c2)c1=O
  A: -2.2; B: -8; C: -0.4; D: -0.8; E: -0.9; F: -6; G: 7; H: -1; I: -2; J: -1; K: -1.9

> NS(=O)(=O)c1cccc(NC(=O)COC(=O)/C=C/c2nc3ccccc3s2)c1
  A: 3.8; B: -1; C: 0.5; D: 0.5; E: 0.5; F: -22; G: 1; H: -1; I: 1; J: -6; K: -1.0

# Copied from above, 2 compounds:
# Labels used below: A = hgDAF-12 ag; B = PLC-beta3 inh; C = DAX1 inh-1; D = DAX1 inh-2; E = hcDAF-12 act; F = ADAM17 inh; G = MBD2 inh; H = SMARCA2 activ; I = NR1D1 modulator; J = PLC-gamma1 inh; K = ssDAF-12 act
> COc1ccc(N2C(=O)C(O)C2c2ccc(C)cc2)cc1 (stereo unspecified)
  A: -3.7; B: 0; C: -0.3; D: 0.7; E: -1.8; F: -2; G: 6; H: -3; I: 3; J: -3; K: -1.8

> O=C(C[n+]1cccc(CNC(=O)c2ccc(OC(F)F)cc2)c1)Nc1cc(C(F)(F)F)ccc1Cl
  A: -0.4; B: 2; C: 0.4; D: 0.7; E: -2.3; F: 0; G: -1; H: 3; I: 1; J: -1; K: -0.6
